Screening data as filed in PubChem BioAssay.
aSyn rescue = inhibitors of alpha-synuclein toxicity in yeast; Potency, µM (top dose mostly 46.1 µM), without a hit: at the highest dose growth rescue (activation), usual class: activators; Yeast expressing alpha-synuclein, growth rescue, BacTiter-Glo, 24 h; 370,000 compounds, 0.14% hits; AID 652106; further: potency means the concentration at half of the fitted maximal effect; % of control where 0% means no effect; nearly all actives have a fitted effect of over 65% in size
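Rescue of yeast growth: cells expressing toxic alpha-synuclein, induced in galactose at OD600 0.02, incubated with compound 24 h at 30 C. ATP luminescence quantified growth; inhibitors of toxicity appear as activators.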
Abeta yeast res = compounds reversing amyloid beta toxicity in yeast; yeast expressing A-beta42, growth rescue, OD600, 48 h; response scale: 0% DMSO, 100% iron-clioquinol control; Potency, µM (titrated, usually from 46.1 µM), without a hit: at the highest dose growth rescue, usual class: activators; 410,000 compounds, 0.063% hits; AID 1347071; further: potency means the concentration at half of the fitted maximal effect; nearly all actives have a fitted effect of over 55% in size
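Growth rescue measured by 600 nm absorbance after 48 h yeast culture at 30 C with compound. Values normalized between DMSO and an equimolar ferric chloride plus clioquinol control.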
IL2 activator = activators of IL-2. IL-2 activation reporter assay, cell-based qHTS; stimulated with anti-CD3/CD4/CD28 beads; in transgenic mouse T cells. activation, % (series mostly up to about 46 µM). 360,000 compounds, 0.065% hits. AID 652025; in the data active means activation above about 50%; inconclusive means mostly about 30% to 49%; further: 0% is about no effect
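Using fluorescent plate cytometry, EGFP and DsRed are detected in transgenic mouse T cells stimulated 18 h at 37 degrees C with antibody-coated beads after 60 min compound pretreatment.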
EPAC1 agonist = agonists of human EPAC1. EPAC1 agonist qHTS, biochemical assay; response scale: 100% = response to 6.5 mM cAMP. Potency, µM (titrated, usually from 154 µM), without a hit: at the highest dose activation, most hits filed as activators. 360,000 compounds, 0.073% hits. AID 720707; further: potency means the concentration at half of the fitted maximal effect; nearly all actives have a fitted effect of over 60% in size
Target sequence (O95398 whole entry, looked up): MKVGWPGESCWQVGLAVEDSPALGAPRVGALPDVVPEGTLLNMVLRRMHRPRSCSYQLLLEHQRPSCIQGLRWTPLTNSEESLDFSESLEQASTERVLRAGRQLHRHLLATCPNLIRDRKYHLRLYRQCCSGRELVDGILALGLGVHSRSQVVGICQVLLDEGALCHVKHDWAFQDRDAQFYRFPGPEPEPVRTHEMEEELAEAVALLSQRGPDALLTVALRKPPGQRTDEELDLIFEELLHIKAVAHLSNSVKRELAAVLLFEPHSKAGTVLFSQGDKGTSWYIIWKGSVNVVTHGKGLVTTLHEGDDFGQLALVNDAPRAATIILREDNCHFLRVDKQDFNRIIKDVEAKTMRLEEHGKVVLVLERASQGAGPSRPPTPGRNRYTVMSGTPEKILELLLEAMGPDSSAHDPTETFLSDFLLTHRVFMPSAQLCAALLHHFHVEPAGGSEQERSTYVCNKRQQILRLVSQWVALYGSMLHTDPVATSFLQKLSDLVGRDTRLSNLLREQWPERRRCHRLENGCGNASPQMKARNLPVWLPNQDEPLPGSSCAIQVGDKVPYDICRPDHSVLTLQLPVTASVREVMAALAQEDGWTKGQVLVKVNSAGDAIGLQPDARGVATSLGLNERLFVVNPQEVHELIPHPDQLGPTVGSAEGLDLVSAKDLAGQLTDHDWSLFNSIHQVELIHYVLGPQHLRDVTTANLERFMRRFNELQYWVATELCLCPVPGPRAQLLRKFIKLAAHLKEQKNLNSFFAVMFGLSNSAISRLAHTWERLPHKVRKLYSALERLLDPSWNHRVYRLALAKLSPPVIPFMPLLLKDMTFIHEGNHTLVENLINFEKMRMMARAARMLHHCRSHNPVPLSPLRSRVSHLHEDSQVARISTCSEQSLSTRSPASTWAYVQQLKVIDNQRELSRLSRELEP
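Multi-concentration qHTS readout: loss of Rap1B-bound BODIPY-GDP fluorescence driven by 100 nM EPAC1 with excess GDP (50 uM), monitored kinetically at room temperature; agonist response expressed relative to 6.5 mM cAMP.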
EPAC1 antagonist = blocks human EPAC1 exchange factor; EPAC1 GEF assay, Rap1b-BODIPY-GDP exchange fluorescence; Potency, µM (series often up to 115 µM), without a hit: at the top dose activity change, negative = inhibition, actives largely listed as inhibitors; 360,000 compounds, 0.14% hits;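 further: potency means the concentration at half of the fitted maximal effect; plate controls were vehicle for no effect and positive control for full effect; nearly all actives have a fitted effect of over 50% in size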
PI5P4Ka inh = blocks human PI5P4K alpha kinase activity | P48426 | PI5P4Kalpha enzyme, ADP-Glo luminescence, 60 min; active compounds read low | max response, % | 330,000 compounds, 1.2% hits; active means max response of -50% or lower; inconclusive means between -30% and -50%; inactive means -30% or higher; further: value at the top dose of about 77 µM; on the % scale 0 is the no-effect control and ±100 the full control effect
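PI5P4Kalpha ADP-Glo assay; 5 microM ATP final; 60 min RT reaction; HEPES pH 7.4/EGTA/CHAPS, 5% DMSO; controls lacking substrate or enzyme; luminescent end-point.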
PLK1 PBD block = inhibitors of human PLK1 polo-box domain binding. 360,000 compounds, 2.8% hits. Potency, µM, without a hit: max response, negative = inhibition, usual class: inhibitors. P53350. Plk1 PBD binding of FITC phosphopeptide, fluorescence polarization; further: potency means the concentration at half of the fitted maximal effect; series mostly up to about 57 µM; on the % scale 0 is the no-effect control and ±100 the full control effect; nearly all actives have a fitted effect of over 65% in size
FUS yeast rescue = rescues growth of FUS-expressing yeast; Potency, µM (series often up to 76.6 µM), for inactives: top-dose growth rescue (activation), usual class: activators; AID 1347120; 390,000 compounds, 0.24% hits; S. cerevisiae FUS-expressing, growth rescue, OD600, 24 h;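 further: potency means the concentration at half of the fitted maximal effect; plate controls were DMSO vehicle for no effect and reference control for full effect; nearly all actives have a fitted effect of over 55% in size; some results filed as inactive show a strong effect at the top dose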
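Toxicity suppression screen in FUS-yeast. Cells induced with 2% galactose, starting OD 0.005, treated 24hr at 30C with compounds at multiple final concentrations; growth by OD600.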
WRN inhibitor = blocks human WRN helicase; Q14191; WRN helicase unwinding, fluorescent forked duplex, kinetic; Potency, µM (series often up to 114 µM), without a hit: at the top dose activity change, negative = inhibition, usual class: inhibitors; 360,000 compounds, 0.46% hits; AID 651768; further: potency means the concentration at half of the fitted maximal effect; on the % scale 0 is the no-effect control and ±100 the full control effect; nearly all actives have a fitted effect of over 55% in size
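WRN at 20 nM final was preincubated with compound for 15 min at room temperature; reaction started with 100 nM forked duplex oligonucleotide carrying fluorophore and quencher plus 2 mM ATP (final). Unwinding followed kinetically by red fluorescence (ex 525/em 598 nm).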
Starred values were filed as active, the others as inactive; [ ] = dose if it differs, or a comment. Unless noted, the call rests on the fitted dose curve; in most records, active means well fitted curve in the direction sought with a large enough effect; inconclusive means small, poorly fitted or top-dose-only effect, or another doubt; inactive means no such curve, though single readings can be large; an effect the other way counts as inactive or inconclusive.

For CSC(=NS(=O)(=O)c1ccccc1)SC the results were aSyn rescue 1%, Abeta yeast res -10%, IL2 activator -0.6, EPAC1 agonist -2%, EPAC1 antagonist -4%, PI5P4Ka inh -7, PLK1 PBD block 2%, FUS yeast rescue -10% and WRN inhibitor -6%.
Screening O=C(CNC(=S)N(CCCN1CCOCC1)Cc1cccs1)NCc1ccccc1Cl returned aSyn rescue -10%, Abeta yeast res -11%, IL2 activator 1.3, EPAC1 agonist -10%, EPAC1 antagonist 14%, PI5P4Ka inh -1, PLK1 PBD block -4%, FUS yeast rescue -1% and WRN inhibitor 4%.
Cc1ccc(-c2csc(NC(=O)c3cc([N+](=O)[O-])ccc3N3CCOCC3)n2)cc1 was read as aSyn rescue -3%, Abeta yeast res 9%, IL2 activator -0.8, EPAC1 agonist 1%, EPAC1 antagonist 11%, PI5P4Ka inh 4, PLK1 PBD block -7%, FUS yeast rescue -9% and WRN inhibitor -3%.
Cc1cccc(Nc2cnn(C34CC5CC(CC(CC(=O)O)(C5)C3)C4)c(=O)c2Cl)c1 was read as aSyn rescue 1%, Abeta yeast res 8%, IL2 activator -0.8, EPAC1 agonist 8%, EPAC1 antagonist 6%, PLK1 PBD block -4%, FUS yeast rescue 16% and WRN inhibitor -4%.
For CCOC(=O)Cc1nnc(NC(=O)CSc2ncc(-c3ccccc3)nn2)s1 the results were aSyn rescue -5%, Abeta yeast res -17%, IL2 activator -1.9, EPAC1 agonist 2%, EPAC1 antagonist -16%, PI5P4Ka inh 1, PLK1 PBD block -13%, FUS yeast rescue 22% and WRN inhibitor -23%.
`COc1ccc(OC)c(C2=NS(=O)(=O)N(C)C(C(=O)NCc3cccs3)=C2)c1` gave aSyn rescue 2%, Abeta yeast res 14%, IL2 activator -1.4, EPAC1 agonist 8%, EPAC1 antagonist -12%, PI5P4Ka inh -13, PLK1 PBD block 27µM*, FUS yeast rescue 6% and WRN inhibitor 16%.
For CC1(C)Cc2c(ccc3ccccc23)C(=O)N1 the results were aSyn rescue 9%, Abeta yeast res 1%, IL2 activator 0.7, EPAC1 agonist 5%, EPAC1 antagonist 1%, PI5P4Ka inh -14, PLK1 PBD block -9%, FUS yeast rescue 10% and WRN inhibitor -4%.
`C=CCN(CC(=O)NCc1ccccc1)C(=O)c1csnn1` gave aSyn rescue -1%, Abeta yeast res -20%, IL2 activator -1.2, EPAC1 agonist 9%, EPAC1 antagonist -5%, PLK1 PBD block -9%, FUS yeast rescue 2% and WRN inhibitor -3%.
For Cc1nc(CN(C)C(=O)c2cc(COc3ccc4ncccc4c3)on2)cs1 the results were aSyn rescue 9%, Abeta yeast res -14%, IL2 activator -4.8, EPAC1 agonist -1%, EPAC1 antagonist 3%, PI5P4Ka inh -3, PLK1 PBD block 6%, FUS yeast rescue -6% and WRN inhibitor -2%.
For O=C(NC(=S)NNC(=O)c1ccccc1O)c1ccco1 the results were aSyn rescue 2%, Abeta yeast res -23%, IL2 activator 0.6, EPAC1 agonist -2%, EPAC1 antagonist 26%, PI5P4Ka inh -9, PLK1 PBD block -7%, FUS yeast rescue 37% and WRN inhibitor -34%[57.1 µM].
Screening CCCC(=O)Nc1sc(C(=O)OC)c(C)c1C(N)=O returned aSyn rescue -24%, Abeta yeast res 11%, IL2 activator -0.2, EPAC1 agonist 4%, EPAC1 antagonist 6%, PLK1 PBD block 21µM*, FUS yeast rescue -4% and WRN inhibitor -9%.
`CCOC(=O)CC1(CC)Oc2ccccc2N1S(=O)(=O)c1ccc(C)cc1` (stereo unspecified) gave aSyn rescue -4%, Abeta yeast res 1%, IL2 activator -0.9, EPAC1 agonist -1%, EPAC1 antagonist 9%, PI5P4Ka inh 12, PLK1 PBD block 0%, FUS yeast rescue 7% and WRN inhibitor 3%.
For COc1nnc(-c2ccc(N3CCCCC3)c(NC(=O)C3CCCCC3)c2)c2ccccc12 the results were aSyn rescue 0%, Abeta yeast res 12%, IL2 activator -0.5, EPAC1 agonist -4%, EPAC1 antagonist -19%, PI5P4Ka inh 12, PLK1 PBD block -8% and WRN inhibitor -11%.
`OCCNc1nc(-c2ccccc2)c2ccccc2n1` gave aSyn rescue 7%, Abeta yeast res 8%, IL2 activator -0.3, EPAC1 agonist 2%, EPAC1 antagonist 8%, PI5P4Ka inh -3, PLK1 PBD block 0% and WRN inhibitor -1%.
`CC(C)NC(=O)N(Cc1ccc(Cl)cc1)Cc1cccs1` gave aSyn rescue 3%, Abeta yeast res 21%, IL2 activator -0.4, EPAC1 agonist 0%, EPAC1 antagonist -2%, PI5P4Ka inh -3, PLK1 PBD block 1%, FUS yeast rescue -8% and WRN inhibitor -1%.
Cc1ccc(NNC(=O)c2c(C)noc2C)cc1Cl was read as aSyn rescue 10%, Abeta yeast res 19%, IL2 activator 0.9, EPAC1 agonist -6%, EPAC1 antagonist 10%, PI5P4Ka inh 2, PLK1 PBD block -10%, FUS yeast rescue 22% and WRN inhibitor 0%.
For Cc1c(C)n(C(=O)CN2CCC(C(N)=O)CC2)c2ccccc12 the results were aSyn rescue -4%, Abeta yeast res -1%, IL2 activator -0.3, EPAC1 agonist 3%, EPAC1 antagonist -5%, PI5P4Ka inh 3, PLK1 PBD block -5%, FUS yeast rescue -11% and WRN inhibitor -11%.
`COc1cc(CCC(=O)OCC(=O)Nc2c(C)cc(C)cc2C)cc(OC)c1OC` gave aSyn rescue -2%, Abeta yeast res -3%, IL2 activator -0.4, EPAC1 agonist -4%, EPAC1 antagonist -1%, PI5P4Ka inh 7, PLK1 PBD block -4% and WRN inhibitor 3%.
O=C(CN1C(=O)c2ccccc2S1(=O)=O)N1CCc2ccccc2C1 was read as aSyn rescue -1%, Abeta yeast res 16%, IL2 activator -3.2, EPAC1 agonist 4%, EPAC1 antagonist -6%, PI5P4Ka inh -5, PLK1 PBD block -10%, FUS yeast rescue -2% and WRN inhibitor -7%.
For Cc1ccc(OCC(=O)N/N=C/c2cccn2C)cc1 the results were aSyn rescue 6%, Abeta yeast res 1%, IL2 activator 2.7, EPAC1 agonist 2%, EPAC1 antagonist -9%, PI5P4Ka inh -6, PLK1 PBD block -3%, FUS yeast rescue 20% and WRN inhibitor 11%.
Screening O=C(Cc1c[nH]c2ccccc12)N[C@@H](Cc1c[nH]c2ccccc12)C(=O)O returned aSyn rescue 7%, Abeta yeast res 13%, IL2 activator -1.2, EPAC1 agonist 4%, EPAC1 antagonist -1%, PI5P4Ka inh -1, PLK1 PBD block -3%, FUS yeast rescue -6% and WRN inhibitor -3%.
For COc1ccccc1CC(=O)N1CCCC(CCC(=O)NCc2ccccc2F)C1 (stereo unspecified) the results were aSyn rescue -6%, Abeta yeast res 2%, IL2 activator -1.9, EPAC1 agonist -4%, EPAC1 antagonist inconclusive, PI5P4Ka inh 7, PLK1 PBD block -9%, FUS yeast rescue -26% and WRN inhibitor 5%.
Screening O=C(/C=C/c1cccnc1)c1cccc(O)c1 returned aSyn rescue -4%, Abeta yeast res -19%, IL2 activator -0.8, EPAC1 agonist -6%, EPAC1 antagonist -8%, PI5P4Ka inh 2, PLK1 PBD block -13%, FUS yeast rescue 37% and WRN inhibitor -22%.
For CCOC(=O)c1c(C)[nH]c(C)c1C(=O)COC(=O)c1cccnc1Cl the results were aSyn rescue -8%, Abeta yeast res 10%, IL2 activator 0.7, EPAC1 agonist -2%, EPAC1 antagonist -6%, PI5P4Ka inh 5, PLK1 PBD block 0%, FUS yeast rescue 5% and WRN inhibitor 1%.
Screening CC(C)N1C(=S)SC2CS(=O)(=O)C=C21 (stereo unspecified) returned aSyn rescue 4%, Abeta yeast res -6%, IL2 activator 1.4, EPAC1 agonist 8%, EPAC1 antagonist 1%, PI5P4Ka inh -8, PLK1 PBD block -8%, FUS yeast rescue -2% and WRN inhibitor 4%.
Screening CNC(=O)c1ccsc1NC(=O)c1ccccc1 returned aSyn rescue -22%, Abeta yeast res 5%, IL2 activator -1.1, EPAC1 agonist -10%, EPAC1 antagonist -16%, PI5P4Ka inh 3, PLK1 PBD block -17%, FUS yeast rescue -3% and WRN inhibitor 0%.
Screening CCOC(=O)C1(C)CCCN(C(=O)c2cc(C)oc2C)C1 (stereo unspecified) returned aSyn rescue 0%, Abeta yeast res -8%, IL2 activator 0.0, EPAC1 agonist -2%, EPAC1 antagonist -1%, PI5P4Ka inh 4, PLK1 PBD block 1%, FUS yeast rescue -10% and WRN inhibitor 2%.
Screening CCSc1nc2ccccc2n1Cc1cccc([N+](=O)[O-])c1 returned aSyn rescue 0%, Abeta yeast res 23%, IL2 activator -2.7, EPAC1 agonist 14%, EPAC1 antagonist -25%, PI5P4Ka inh 13, PLK1 PBD block -7%, FUS yeast rescue 36% and WRN inhibitor 5%.
Screening CCC(=O)OCc1cc2cccc(C)c2[nH]c1=O returned aSyn rescue 0%, Abeta yeast res 6%, IL2 activator 0.3, EPAC1 agonist 6%, EPAC1 antagonist 2%, PLK1 PBD block -6%, FUS yeast rescue -7% and WRN inhibitor -9%.
`CCc1nnc(NC(=O)c2nc(S(=O)(=O)Cc3ccccc3)ncc2Cl)s1` gave aSyn rescue 7%, Abeta yeast res 6%, IL2 activator -5.9, EPAC1 agonist -5%, EPAC1 antagonist inconclusive, PI5P4Ka inh inconclusive, PLK1 PBD block -16%, FUS yeast rescue 8% and WRN inhibitor 1%.
For COC(=O)c1cccc(NC(=O)CC2NCCNC2=O)c1 (stereo unspecified) the results were aSyn rescue -5%, Abeta yeast res 2%, IL2 activator 0.5, EPAC1 agonist -4%, EPAC1 antagonist -2%, PI5P4Ka inh 3, PLK1 PBD block 1%, FUS yeast rescue 10% and WRN inhibitor 0%.

Two entries picked at random from the list so far, as already listed:
`COc1cc(CCC(=O)OCC(=O)Nc2c(C)cc(C)cc2C)cc(OC)c1OC` gave aSyn rescue -2%, Abeta yeast res -3%, IL2 activator -0.4, EPAC1 agonist -4%, EPAC1 antagonist -1%, PI5P4Ka inh 7, PLK1 PBD block -4% and WRN inhibitor 3%.
`CC(C)NC(=O)N(Cc1ccc(Cl)cc1)Cc1cccs1` gave aSyn rescue 3%, Abeta yeast res 21%, IL2 activator -0.4, EPAC1 agonist 0%, EPAC1 antagonist -2%, PI5P4Ka inh -3, PLK1 PBD block 1%, FUS yeast rescue -8% and WRN inhibitor -1%.
